MC4R antagonist – human MC4R antagonism in cAMP assay. actives 0.48% (n = 360,000). P32245. inhibition, % at 6.5 µM. MC4R-expressing cells, MTII-stimulated cAMP, LANCE TR-FRET;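 active = inhibition above its plate's cutoff, the mean of tested wells on that plate plus 3 SD, cut at about 29% in these data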;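 note: 0% = Melanotan II alone and 100% = Melanotan II plus saturating MCL0020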
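system = U2OS cells with stable human MC4R expression | also added = Melanotan II challenge after compound preincubation | dosing = one concentration, 6.5 µM nominal | incubation = compound 30 min, challenge 1 h, detection 1 h | measured by = TR-FRET with Eu-cAMP and labeled anti-cAMP, 671 nm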
LRH-1 inv ag – NR5A2 inverse agonism in reporter assay; O00482; HEK293T StAR-luciferase reporter, LRH-1 transfected, 24 h; inhibition, % at 3.6 µM; actives 0.13% (n = 360,000); AID 602396;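 active = inhibition above the mean inhibition of all tested compounds plus 3 SD, cut at about 73% in these data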;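 note: 0% = DMSO wells and 100% = reporter-only cells lacking LRH-1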
COUP-TFII inh – blocks human COUP-TFII nuclear receptor. P24468. inhibition, % at 8.6 µM. HEK293T NGFI-A luciferase reporter, luminescence. actives 0.7% (n = 370,000). AID 686940;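 active = inhibition above a per-plate cutoff, mean inhibition of test wells between control levels plus 3 SD, cut at about 38% in these data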;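 note: cells cotransfected with COUP-TFII expression vector driving the NGFI-A reporter; 0% = median of COUP-TF2 test wells and 100% = reporter-only cells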
NCOA1 inh – human NCOA1 inhibition; inhibition, % at 3.6 µM; HEK293 GAL4-SRC1 luciferase reporter, luminescence; actives 0.12% (n = 360,000); Q15788;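 active = inhibition above the campaign mean plus 3 SD, with each screening campaign given its own cutoff, cut at about 60% in these data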;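 note: 0% = DMSO treated cells and 100% = gossypol at 36 µM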
NCOA2 inhibitor – human SRC2 (NCOA2) inhibition | HEK293 GAL4-SRC2 luciferase reporter, luminescence | actives 0.17% (n = 370,000) | AID 651957 | Q15596 | inhibition, % at 9 µM;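 active = inhibition above the mean inhibition of all tested compounds plus 3 SD, set per campaign, cut at about 52% in these data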;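 note: 0% = DMSO treated cells and 100% = cells given Gossypol at 36 µM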
Target sequence (Q15596 whole entry, looked up, the tested form may be a part): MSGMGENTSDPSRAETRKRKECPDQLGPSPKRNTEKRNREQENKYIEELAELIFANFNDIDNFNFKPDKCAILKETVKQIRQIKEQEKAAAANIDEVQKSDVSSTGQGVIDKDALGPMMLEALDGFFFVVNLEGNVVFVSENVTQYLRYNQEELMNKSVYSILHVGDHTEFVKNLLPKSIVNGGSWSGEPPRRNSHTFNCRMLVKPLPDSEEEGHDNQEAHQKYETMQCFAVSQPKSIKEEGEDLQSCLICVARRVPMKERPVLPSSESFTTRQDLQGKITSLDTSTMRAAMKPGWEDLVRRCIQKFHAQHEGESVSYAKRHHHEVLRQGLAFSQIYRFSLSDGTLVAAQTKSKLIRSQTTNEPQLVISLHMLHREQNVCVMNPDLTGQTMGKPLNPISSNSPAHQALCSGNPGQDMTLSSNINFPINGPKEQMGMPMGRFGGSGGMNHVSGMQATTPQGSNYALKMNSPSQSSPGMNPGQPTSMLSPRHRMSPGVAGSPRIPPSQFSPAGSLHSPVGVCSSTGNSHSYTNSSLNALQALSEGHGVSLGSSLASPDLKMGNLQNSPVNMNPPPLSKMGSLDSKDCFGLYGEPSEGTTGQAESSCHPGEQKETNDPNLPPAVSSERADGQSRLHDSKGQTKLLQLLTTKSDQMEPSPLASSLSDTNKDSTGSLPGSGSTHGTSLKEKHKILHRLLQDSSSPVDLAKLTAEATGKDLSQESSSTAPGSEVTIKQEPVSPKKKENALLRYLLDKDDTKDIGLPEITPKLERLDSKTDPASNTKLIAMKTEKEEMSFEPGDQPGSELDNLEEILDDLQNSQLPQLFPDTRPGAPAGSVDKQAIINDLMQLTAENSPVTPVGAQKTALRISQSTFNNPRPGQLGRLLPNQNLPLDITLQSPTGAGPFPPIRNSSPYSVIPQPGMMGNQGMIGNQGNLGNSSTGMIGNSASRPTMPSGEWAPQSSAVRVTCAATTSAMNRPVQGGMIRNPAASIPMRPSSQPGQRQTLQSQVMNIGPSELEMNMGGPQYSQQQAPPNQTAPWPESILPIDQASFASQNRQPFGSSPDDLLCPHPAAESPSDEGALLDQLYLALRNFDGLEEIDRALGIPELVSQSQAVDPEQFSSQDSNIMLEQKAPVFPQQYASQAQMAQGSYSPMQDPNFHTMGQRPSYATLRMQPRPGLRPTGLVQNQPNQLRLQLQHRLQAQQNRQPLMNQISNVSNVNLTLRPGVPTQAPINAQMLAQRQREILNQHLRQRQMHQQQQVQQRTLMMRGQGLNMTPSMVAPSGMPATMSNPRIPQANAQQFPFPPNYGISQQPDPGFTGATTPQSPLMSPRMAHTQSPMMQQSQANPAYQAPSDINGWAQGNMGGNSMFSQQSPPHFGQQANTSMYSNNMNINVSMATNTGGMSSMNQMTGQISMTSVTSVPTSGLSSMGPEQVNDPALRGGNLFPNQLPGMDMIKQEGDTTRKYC
TLR9-MyD88 block – TLR9-MyD88 interaction inhibition | CHO BLA complementation TLR9-MyD88, CCF4 FRET ratio | inhibition, % at 4.98 µM | actives 0.21% (n = 340,000);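 active = inhibition above the mean over all tested compounds plus 3 SD, cut at about 21% in these data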;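 note: 0% = DMSO only wells and 100% = clavulanate BLA inhibitor control wells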
NOD2-RIPK2 inh – NOD2-RIPK2 protein interaction inhibition; O43353; CHO BLA complementation NOD2-RIPK2, CCF4 ratio; inhibition, % at 4.98 µM; actives 0.38% (n = 360,000); in the data active = inhibition above about 21%;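 note: 0% = vehicle only and 100% = reference blocker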
MC4R barr agon – agonists of human melanocortin 4 receptor (MC4R) beta-arrestin; P32245; U2OS MC4R beta-arrestin complementation, luminescence; percent of melanotan II response, DMSO zero; activation, % at 8.9 µM; actives 0.98% (n = 360,000);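 active = activation above a per-plate cutoff, the mean activation of sample wells on that plate plus 3 SD, cut at about 8% in these data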
SRC3 inh – human NCOA3 inhibition | actives 0.17% (n = 360,000) | HEK293 GAL4-SRC3 luciferase reporter, luminescence | inhibition, % at 3.6 µM;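 active = inhibition above a per-campaign cutoff, the mean of all compounds plus 3 SD, cut at about 60% in these data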;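 note: 0% = DMSO-treated cells and 100% = gossypol-treated cells at 36 µM; higher means less SRC3-driven luciferase light from the GAL4 reporter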
LMP1 NFkB inh – inhibitors of Epstein-Barr LMP1-induced NF-kappaB reporter. LMP1-induced NF-kappaB luciferase reporter cells, luminescence. inhibition, % at 12.5 µM. actives 0.69% (n = 350,000); in the data active = inhibition above about 41%;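 note: 0% = neutral control wells and 100% = reference inhibitor control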
ABHD5 PLIN5 PPI – blocks binding of human ABHD5 to perilipin-5; inhibition, % at 4 µM; Split G. princeps luciferase complementation, luminescence, 4 h; actives 0.78% (n = 360,000); Q00G26+Q8WTS1; AID 602281;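 active = inhibition above the mean inhibition across every tested compound plus 3 SD, cut at about 22% in these data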;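 note: 0% = DMSO only wells and the 100% control is not disclosed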
The depositor's hits bear a star; / = no result given.

MC4R antagonist	LRH-1 inv ag	COUP-TFII inh	NCOA1 inh	NCOA2 inhibitor	TLR9-MyD88 block	NOD2-RIPK2 inh	MC4R barr agon	SRC3 inh	LMP1 NFkB inh	ABHD5 PLIN5 PPI	mol
0	-1	-8	5	-4	-4	-13	-3.9	20	-4	-4	Cc1cc(C)c(C)c(S(=O)(=O)N2CCN(C(=O)CCc3nc4ccccc4c(=O)[nH]3)CC2)c1C
-4	-8	-10	2	-16	4	-1	-2.9	12	-8	2	CN(CCNC(=O)c1ccc(CS(=O)(=O)c2c(Cl)cccc2Cl)o1)CCc1ccccc1
3	10	-2	-13	-4	3	3	-0.8	-6	1	-1	COc1cccc(C(=O)NCCS(=O)(=O)N2CCc3ccccc3C2)c1
-4	6	19	5	9	3	-2	-1.2	-7	-6	-4	CCCNC(=O)c1cccc(Br)c1
3	-4	12	-4	4	-9	-3	-2.9	0	4	1	CCOc1ccc(/C=N/Nc2cc(=O)n(C)c(=O)n2C)cc1
11	-36	-3	-3	-16	0	0	0.6	-10	-4	7	Cc1csc2nc(CNC(=O)C3CC=CCC3C(=O)O)cn12 (configuration not stated)
3	-91	-47	-103	-59	6	1	-2.9	-102	18	5	COc1ccc(/C=C(\C#N)C(=O)OCC(=O)Nc2ccc(-c3nc4ccc(C)cc4s3)cc2)cc1
9	-9	11	-13	14	9	6	1.6	5	4	0	Cc1ccc(S(=O)(=O)N(C)C)cc1NC(=O)COC(=O)/C(=C/c1ccc(F)cc1)c1cccs1
4	8	16	-4	13	-1	-13	0.1	8	21	-6	Cc1cccc(N2CCN(C(=O)CNC(=O)Cc3ccccc3)CC2)c1C
5	6	5	14	10	-4	6	-4.5	-4	-6	-1	COCCC(=O)N1CCc2c([nH]c3ccccc23)C1C(C)(C)C (configuration not stated)
9	-89	-23	-64	-59	-9	-5	-1.2	-63	-12	-6	CC(Sc1ccccc1F)C(=O)Nc1ccc2c(c1)OCCO2 (configuration not stated)
10	-9	18	-17	-30	-3	-5	-1.1	6	4	2	CC1CC(C)CN(C(=O)COC(=O)CCCN2C(=O)c3cccc4cccc(c34)C2=O)C1 (configuration not stated)
9	8	7	4	22	-8	-2	-0.5	-1	-1	-1	CC1CCN(C(=O)c2ccc(CSc3ccc(Cl)cc3)cc2)CC1
7	0	13	-11	-21	-7	10	3.1	11	-5	16	O=C(NCC(c1ccc(F)cc1)N1CCOCC1)c1cccc(Br)c1 (configuration not stated)
/	-16	0	-13	-27	/	-3	/	8	/	-6	Cc1ccc(OC2CCN(C(=O)[C@H]3O[C@@H](n4ccc(=O)[nH]c4=O)[C@H](O)[C@@H]3O)CC2)cc1
17	-9	12	-22	-6	-4	9	-3.8	4	-5	-5	O=C(c1ccc(C(F)(F)F)cc1)N1CCN(c2ccc(N3CCOCC3)nn2)CC1
7	-91	-14	-69	-23	-5	9	-1.3	-73	-22	7	O=C(c1cccc(-c2nnc(-c3ccccc3)o2)c1)N1CCCCC1
-3	11	14	4	26	1	0	0.2	2	6	-2	CC(NC(=O)Nc1cccc(Cl)c1)C(c1cccs1)N1CCCC1 (configuration not stated)
-4	-14	-13	-9	-19	-13	-12	-1.0	21	-5	7	COc1ccccc1CNC(=O)C1CCC(CNC(=O)[C@@H]2Cc3ccccc3CN2)CC1 (some centres not stated)
1	-12	5	-1	-13	-5	6	0.6	3	0	-1	CCC(C)N(C(=O)Cn1nc(C)c([N+](=O)[O-])c1C)C1CCS(=O)(=O)C1 (configuration not stated)
0	2	-5	7	16	-2	6	-0.2	-28	-6	-3	CCN(C(=O)c1cc2cc(OC)ccc2oc1=O)c1cccc(C)c1
6	7	-4	2	-1	-1	2	-1.6	12	7	5	O=C(NCCN1CCOCC1)c1ccc2c(c1)N(Cc1ccccc1F)C(=O)c1ccccc1S2
6	10	0	-27	-2	0	-10	-1.9	1	-2	-5	C=CCN(C(=O)CNC(=O)c1ccco1)C(C(=O)NC1CCCCC1)c1cccnc1 (configuration not stated)
10	-12	15	-4	-8	-8	-11	1.5	3	5	9	CCOC(=O)c1ccccc1NC(=O)COC(=O)CCC(=O)c1ccc(C)cc1
9	-17	12	1	7	4	-5	-0.5	-6	-2	3	CCOc1ncccc1C(=O)OCC(=O)NCCc1ccc(OC)cc1
-1	-9	-19	-10	19	-2	-14	-2.5	11	8	-1	COc1ccccc1CNC(=O)CCS(=O)(=O)c1cccc2nonc12
2	6	15	15	4	-15	6	2.0	12	7	1	O=C(O)c1cccc(S(=O)(=O)N2CCc3ccccc3C2)c1
1	4	3	4	8	-2	5	2.1	4	-5	-1	CCN(CC)Cc1nc2c(c(=O)[nH]1)C1(CCCCC1)Cc1ccccc1-2
5	-8	-3	-4	-39	15	1	0.9	2	0	3	CN(CC(=O)Nc1ccccc1C(F)(F)F)C(=O)CSc1nnnn1C
-4	-14	-24	-13	-2	-4	-2	-1.0	-31	-11	-3	N/C(Cc1cccc2ccccc12)=N\OC(=O)Cc1cccs1

Next part (two carried over from the part before).
MC4R antagonist	LRH-1 inv ag	COUP-TFII inh	NCOA1 inh	NCOA2 inhibitor	TLR9-MyD88 block	NOD2-RIPK2 inh	MC4R barr agon	SRC3 inh	LMP1 NFkB inh	ABHD5 PLIN5 PPI	mol
5	-8	-3	-4	-39	15	1	0.9	2	0	3	CN(CC(=O)Nc1ccccc1C(F)(F)F)C(=O)CSc1nnnn1C
-4	-14	-24	-13	-2	-4	-2	-1.0	-31	-11	-3	N/C(Cc1cccc2ccccc12)=N\OC(=O)Cc1cccs1
3	-5	-4	-18	-57	-14	-1	-2.7	-12	13	-3	CN(CC(=O)Nc1cccc(F)c1)CC(=O)Nc1ccc(Cl)cc1[N+](=O)[O-]
2	-69	-30	-74	-36	-15	9	0.5	-60	-11	-3	Oc1ccc2ccccc2c1C=Nc1ccccc1-c1nc2ccccc2[nH]1
-15	20	34	16	-14	/	-12	-1.3	21	/	4	COc1ccc(CCCNC(=O)C2Cc3c(-c4cccc(NC(C)=O)c4)ccnc3O2)cc1 (configuration not stated)
1	-10	-3	5	14	46*	41*	-1.3	7	7	-13	Cc1ccccc1Nc1cccc2nonc12
0	17	-9	8	-2	-23	-14	0.1	-3	-16	4	COc1ccc(OCC(=O)Nc2cccc(S(=O)(=O)N(C)c3ccccc3)c2)c([N+](=O)[O-])c1
6	6	6	-24	11	-2	0	1.7	12	1	1	CN(C)CCNS(=O)(=O)c1ccc(Cl)cc1
-3	12	-16	8	-11	-6	-6	0.6	19	-1	2	CCn1nc(C(=O)OCC(=O)NCCN2C(=O)CSC2=O)c2ccccc2c1=O
-4	-10	3	-17	-1	3	-6	0.5	6	2	15	COc1ccc(CNC(=O)c2cc3c(=O)n4ccccc4nc3n(Cc3cccnc3)c2=N)cc1
12	6	-7	2	-24	-7	-2	3.1	14	8	1	COC(=O)c1ccc(C2C(C(=O)OCC(C)C)=C(C)N=C3SCCC(=O)N32)cc1 (configuration not stated)
8	-2	-15	-6	6	10	-2	2.4	10	2	-5	CCn1c(NCCO)nc2c(c1=O)C(C)(CC)Cc1ccccc1-2 (configuration not stated)
5	20	-7	-1	8	-1	-12	-0.8	2	3	2	COc1ccc([C@H]2CC(=O)C=C(c3ccc(O)cc3)C2)cc1OC
-3	-2	11	35	60*	-11	1	8.0	41	-9	21	O=C(CCl)N1N=C(c2cccs2)CC1c1ccco1 (configuration not stated)
-4	-18	4	-32	-4	5	-12	-1.3	-6	-5	3	O=C(COc1ccc(F)cc1)c1c(O)cc(O)cc1O
0	13	-4	-8	-7	8	8	-1.4	12	-15	1	O=C(CCSCCc1ccccn1)Nc1ccc(Cc2ccncc2)cc1
3	11	9	-4	7	-4	0	0.6	20	-1	0	O=C(COc1ccccc1)NCC(=O)Nc1ccc(S(=O)(=O)NCc2ccco2)cc1
11	1	13	-2	7	-7	-19	1.4	8	8	-3	O=C(Nc1ccc2[nH]c(=O)[nH]c2c1)c1cc(F)c(F)cc1Cl
-7	-20	-10	-16	-13	3	-10	-1.5	5	0	-1	CCN(CC)c1ccc(NC(=O)OC)cc1
6	-8	9	3	11	0	-6	-2.0	-5	35	5	O=C(NCc1ccco1)c1ccc2c(c1)N(Cc1ccccc1)C(=O)CS2=O (configuration not stated)
2	9	-1	-5	15	0	-9	-1.9	12	2	4	CN(C)CCOc1cc(Cl)cc(Cl)c1
11	0	4	11	6	-7	7	-1.6	7	-5	6	COc1ccc2cc(/C=N/NC(=O)CN(c3ccccc3C)S(=O)(=O)c3ccccc3)c(Cl)nc2c1
11	3	9	8	-10	-6	6	-1.4	12	-8	3	CN(C(=O)COC(=O)c1cccc(NS(=O)(=O)c2ccc(F)c(F)c2)c1)C1CCS(=O)(=O)C1 (configuration not stated)
6	16	2	-12	13	3	14	-0.8	18	9	-6	COC(=O)[C@@H]1CCCN1Cc1nc(Cc2ccc(OC)c(OC)c2)no1
2	7	-3	-72	-20	-12	-5	-2.3	9	0	0	CCS(=O)(=O)Nc1ccc2[nH]c(=O)[nH]c2c1
0	29	-4	10	-12	6	-10	-0.8	7	5	-4	Cn1ccc2c([N+](=O)[O-])cccc2c1=O
3	9	7	-4	-1	7	2	-3.5	1	1	-1	CN1C(=O)/C(=C/c2cccc(Cl)c2)Sc2ccc(C(=O)N3CCOCC3)cc21
2	-21	-4	6	-15	-5	-4	-0.5	14	-2	0	COc1ccc(N2CCN(c3ccc4nnc(CCC(=O)Nc5ccc(C)cc5)n4n3)CC2)cc1
0	-4	-4	-3	16	1	-4	-4.2	18	-9	6	Cc1ccc(S(=O)(=O)N2CCOCC2)s1
9	-45	-19	-39	-38	-4	1	-0.2	-18	-13	-4	O=[N+]([O-])c1ccc(O)c(NC(=S)Nc2ccccc2)c1
8	13	-7	2	-14	5	-7	-0.7	-15	-21	2	CCOC(=O)c1c(-c2ccccc2)csc1NC(=O)c1ccc(S(=O)(=O)N2CC(C)OC(C)C2)cc1 (configuration not stated)
1	7	0	7	-31	-1	6	-1.2	1	13	7	O=[N+]([O-])c1ccc(S(=O)(=O)Nc2ccccn2)cc1
0	-3	-28	-6	-6	-10	-4	-1.4	-2	9	-7	COc1ccc(NC(C)=O)cc1S(=O)(=O)N1CC=C(c2ccccc2)CC1
-4	-3	2	-22	-35	-10	-1	-0.7	0	2	2	O=C(c1cc(-c2ccncc2)nc2ccc(Cl)cc12)N1CCN(C(=O)C2CCCO2)CC1 (configuration not stated)
8	-20	10	9	2	-6	-11	-3.9	-26	1	16	Cc1c(OC(C)C(=O)NCCCn2ccnc2)ccc2c3c(c(=O)oc12)CCC3 (configuration not stated)
-7	0	-4	5	-8	3	-3	1.7	1	-1	0	CN(C)CC(C)(C)CN=Cc1c(O)[nH]c2ccccc12
8	8	2	-2	6	-1	4	-0.9	-10	6	2	O=C(CN1CCOCC1)NC1C2CC3CC(C2)CC1C3 (configuration not stated)

High-throughput results: PubChem BioAssay, several laboratories

Not all compounds are listed (hit frequency here may not be typical).
